GPR55 beta-arrestin – GPR55 agonists via beta-arrestin recruitment, primary screen, imaging, U2OS cells, beta-arrestin-GFP redistribution (AID 1961); U2OS GPR55 beta-arrestin-GFP redistribution imaging; higher % means a stronger effect; one-dose activation, % at 10 µM; EC50 in µM for titrated hits; 290,000 compounds, 0.048% hits;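 active = activation above 40% with more than 50 cells counted in the well; inconclusive = wells holding fewer than 50 cells, flagged as toxic or sparse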;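 note: U2OS osteosarcoma cells stably expressing GPR55 and beta-arrestin-GFP; plate controls were DMSO negative control for no effect and LPI positive control for full effect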
NTR1 ag – agonists of NTR1, primary screen, imaging, U2OS cells, beta-arrestin-GFP, high content (AID 493036) | P30989 | NTR1-U2OS beta-arrestin-GFP spot imaging, agonist mode | activation, % at 20 µM | 330,000 compounds, 0.17% hits;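 active = activation at or above 40% of the spot to cytoplasm intensity ratio, with at least 20 cells analyzed; inconclusive = wells under 20 cells, flagged as cytotoxic or low count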;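 note: 0% = DMSO without peptide and 100% = 100 nM NTR1 peptide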
Target sequence (P30989 whole entry, looked up): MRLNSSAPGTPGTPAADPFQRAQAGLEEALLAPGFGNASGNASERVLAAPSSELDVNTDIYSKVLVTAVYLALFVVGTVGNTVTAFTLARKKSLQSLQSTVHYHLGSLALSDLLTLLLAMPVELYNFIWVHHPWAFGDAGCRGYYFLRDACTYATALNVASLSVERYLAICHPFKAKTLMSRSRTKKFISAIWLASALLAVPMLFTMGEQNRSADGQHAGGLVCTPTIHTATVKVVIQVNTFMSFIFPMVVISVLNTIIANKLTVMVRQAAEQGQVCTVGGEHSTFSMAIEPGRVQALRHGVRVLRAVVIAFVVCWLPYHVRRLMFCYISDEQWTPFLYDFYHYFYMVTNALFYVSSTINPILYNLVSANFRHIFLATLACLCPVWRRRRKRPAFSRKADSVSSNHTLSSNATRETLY
NOD2 inhibition – inhibition of NOD2-driven NF-kB reporter – cell-based, luminescence, uHTS, HEK293 (AID 1566); 290,000 compounds, 0.63% hits; inhibition, % at 4 µM, or EC50 in µM where a hit was titrated; HEK293 NOD2/NF-kB luciferase reporter, luminescence; higher % means a stronger effect; note: many of its hits are not listed in these tables
Myeloid diff MLP – compounds promoting myeloid differentiation | ER-HoxA9 myeloid progenitors, lysozyme-GFP differentiation, flow cytometry | AID 624256 | calls only at 10 µM | 360,000 compounds, 1% hits;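 active = normalized GFP-positive differentiation at or above the plate's own cutoff, the solvent-only control mean plus 3 SD; inconclusive = no clear call, values can overlap the other calls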;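 note: cells exposed to compound for four days before flow analysis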
GPR55 antagonists – GPR55 antagonists blocking LPI-driven arrestin recruitment, primary screen, imaging, U2OS, beta-arrestin-GFP, LPI agonist (AID 2013); inhibition, % at 10 µM, or IC50 in µM where a hit was titrated; U2OS GPR55 beta-arrestin-GFP translocation imaging, LPI antagonism; higher % means a stronger effect; 290,000 compounds, 0.13% hits;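 active = spots per cell inhibited over 60%, with over 100 cells counted and total cytoplasm intensity under 500,000; inconclusive = wells with under 100 cells, flagged as likely toxic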;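 note: U2OS cells stably carrying GPR55 and arrestin-GFP stimulated by 5 µM LPI near EC80; imaged beta-arrestin-GFP aggregate spots per cell after agonist stimulation; plate controls were LPI-stimulated DMSO wells for no effect and DMSO wells without LPI for full effect; some results filed as inactive read as strong as hits; confirmed hits need IC50 under 10 µM and bright autofluorescent wells are also inconclusive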
T cell modulator – T cell immune modulators affecting CD8 T cell-vesicle binding. AID 2052. calls only at 7 µM. 330,000 compounds, 0.068% hits. 2C CD8+ T cell-vesicle binding, flow cytometry; hits give low values;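 active = response, share of CD8 T cells binding vesicles, and their 90th percentile fluorescence all below set limits, cut at about 80% in these data, passing the limit was not always enough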
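Assay system – 2C mouse CD8+ T cells · Also added – QL9-loaded Drosophila micro-vesicles · Timing – Cell–vesicle co-incubation 1.5 h at 37 °C, staining 20 min on ice · Signal – flow cytometry of vesicle-bound cells · Measure – percent CD8+ FL2 mean versus row control · Controls – Peptide-free naked vesicles (low) and QL9 vesicles with 0.7% DMSO vehicle (high)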
NOD1 inhibition – inhibition of NOD1-driven NF-kB reporter – cell-based, luminescence, uHTS, primary screen (AID 1578); inhibition, % at 4 µM; hits with a dose series show EC50 in µM; 290,000 compounds, 1% hits; NOD1-driven NF-kB luciferase reporter cells, luminescence; higher % means a stronger effect; in the data active = inhibition mostly above about 36%, no sharp cut-off; inactive = mostly below about 34%;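 note: HEK-293T reporter cells stimulated with the NOD1 agonist gamma-tri-DAP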
KOR beta-arrestin-1 – kappa opioid receptor activators – cell-based, luminescence, uHTS, primary screen (AID 1777); activation, % at 10 µM, or EC50 in µM where a hit was titrated; 280,000 compounds, 0.02% hits; KOR beta-arrestin recruitment, luminescence; higher % means a stronger effect; in the data active = activation above about 50%, passing the limit was not always enough; note: a part of the inactive calls stands beside numbers as strong as those of hits
KOR beta-arrestin-2 – KOR antagonists, beta-arrestin recruitment, cell-based, luminescence, uHTS (AID 1778); KOR beta-arrestin recruitment, luminescence, antagonist mode; higher % means a stronger effect; one-dose inhibition, % at 10 µM; IC50 in µM for titrated hits; 290,000 compounds, 0.091% hits; note: strong numbers were not always called active
T cell modulator vesicle-bound % – also measured in T cell modulator; calls as there; double positive events, %; measured here: CD8+ vesicle-bound cell fraction;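 binding gate set so that unloaded-vesicle control wells show 10% double positive cells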
NTR1 ag cell count 20 µM – further read-out of NTR1 ag, marked with its call; cell count; measured here: cell count, cytotoxicity flag
Myeloid diff MLP GFP+ MAC1+ % – further read-out of Myeloid diff MLP, marked with its call; GFP+ MAC1+ double positive, %; measured here: differentiation confirmed by MAC1 staining
Active calls of the source: *; i = inactive; ? = inconclusive; · = not tested or not shown; + = active, no number; [ ] = remark or other dose. Cut-off read from the data, not from the text of the source, unless noted: active = inhibition above about 50%; inactive = the rest.

No. | canonical_smiles | GPR55 beta-arrestin | NTR1 ag | NTR1 ag cell count 20 µM | NOD2 inhibition | Myeloid diff MLP | Myeloid diff MLP GFP+ MAC1+ % | GPR55 antagonists | T cell modulator | T cell modulator vesicle-bound % | NOD1 inhibition | KOR beta-arrestin-1 | KOR beta-arrestin-2
1 | CC(=O)Oc1ccc(/C=C2/Oc3ccccc3C2=O)cc1 | -0.2% | 1.5 | 61 | -32% | i | 0.2 | -15% | i | 27 | -1% | 2.3% | -6%
2 | O=S1(=O)CC(N2CCCCC2)C(N2CCCCC2)C1 (stereo unspecified) | 0.3% | -2.0 | 45 | 12% | i | 0.4 | 32% | i | 60 | -2% | 0.4% | 14%
3 | CCCN(CC(=O)Nc1ccccc1OC)C(=O)c1ccc(=O)[nH]c1 | 0.3% | -0.5 | 63 | 17% | i | 0.5 | 5% | i | 26 | -5% | -4.1% | 39%
4 | COC(=O)c1[nH]c2ccc(C)cc2c1NC(=O)CN1CCN(c2ccccc2)CC1 | -0.1% | 8.4 | 84 | -11% | i | 0.5 | 2% | i | 14 | 15% | 1.1% | 8%
5 | CCCOc1ccc(-c2nn(-c3ccccc3)cc2/C=C2\SC(=S)N(C3CCS(=O)(=O)C3)C2=O)cc1 (stereo unspecified) | 0.2% | 1.3 | 57 | 12% | i | 8.3 | 2% | i | 26 | -7% | -1.7% | 0%
6 | COc1cc2c(cc1NC(=O)c1cccc(S(=O)(=O)N(C)C)c1)oc1ccccc12 | -0.2% | 4.8 | 76 | 7% | ? | · | 21% | i | 39 | -22% | 3.0% | -22%
7 | O=C(CCNc1ccc(Cl)c(C(F)(F)F)c1)c1ccco1 | -0.1% | -1.0 | 57 | 9% | i | 0.9 | 5% | i | 31 | -8% | 1.9% | -37%
8 | CNS(=O)(=O)c1cccc(C(=O)OCC(=O)NCc2ccccc2)c1 | -0.2% | 2.4 | 79 | 11% | i | 1.2 | -6% | i | 36 | 6% | -6.0% | 17%
9 | COc1ccc(N2CCN(C(=O)CN(C)S(=O)(=O)c3ccc4c(c3)c(=O)n(C)c(=O)n4C)CC2)cc1 | 0.1% | -1.1 | 35 | 12% | i | 0.6 | 6% | i | 32 | -12% | 0.0% | -4%
10 | CC(C)NC(=O)CSc1nc2ccccc2n1-c1ccccc1 | -0.2% | 3.6 | 61 | 17% | i | 13 | 11% | i | 11 | 3% | 1.4% | -26%
11 | CC1CCCN(C(=O)CSc2nnc(-c3cccnc3)n2C2CCCCC2)C1 (stereo unspecified) | 0.1% | 2.6 | 67 | 11% | i | 4.5 | 1% | i | 41 | 10% | -0.1% | 14%
12 | CCOC(=O)c1ccc(-n2c(CCC(=O)O)ccc2-c2ccccc2)cc1 | 0.4% | -1.4 | 93 | 19% | i | 0.5 | -1% | i | 53 | -3% | -3.0% | 4%
13 | Cc1ccccc1OCC(=O)Nc1ccc2c(c1)n(C)c(=O)n2C | -0.4% | -0.2 | 51 | 12% | i | 0.6 | -7% | i | 33 | -25% | -5.7% | -38%
14 | COc1ccc(C(=O)Nc2ccc(S(=O)(=O)Nc3cnc4ccccc4n3)cc2)cc1 | -0.1% | 2.5 | 69 | 28% | i | 1.2 | -3% | i | 63 | 44% | 7.8% | -48%[20 µM]
15 | COCC(C)n1c(C)cc(C(=O)COC(=O)C2=NN(c3ccccc3)C(=O)CC2)c1C (stereo unspecified) | -0.2% | 1.0 | 74 | 18% | i | 0.7 | 2% | i | 47 | -33% | -7.8% | 10%
16 | N#CCN1CCCC(C(N)=O)C1 (stereo unspecified) | 0.2% | 1.4 | 37 | 12% | i | 0.2 | 10% | i | 23 | -17% | -2.5% | -4%
17 | COCCNC(=O)c1c(N)sc2c1CCCC2 | 0.6% | -0.7 | 71 | 14% | · | · | 0% | i | 40 | 13% | 7.1% | -80%
18 | O=C(O)C1Oc2cc3ccccc3cc2O1 | 0.0% | -0.9 | 90 | 12% | · | · | 6% | i | 58 | -9% | -5.2% | -10%
19 | C=CSc1sc(Cl)c(N(CC)CC)c1[N+](=O)[O-] | 0.2% | 1.8 | 84 | 6% | i | 0.3 | -5% | i | 46 | -1% | -4.2% | -4%[20 µM]
20 | CCN(CC)CCn1c(N)cc(=O)[nH]c1=O | 0.2% | -0.2 | 98 | 18% | i | 0.8 | 0% | i | 47 | -25% | -2.0% | -15%

Quoted at random: two compounds from above
No. | canonical_smiles | GPR55 beta-arrestin | NTR1 ag | NTR1 ag cell count 20 µM | NOD2 inhibition | Myeloid diff MLP | Myeloid diff MLP GFP+ MAC1+ % | GPR55 antagonists | T cell modulator | T cell modulator vesicle-bound % | NOD1 inhibition | KOR beta-arrestin-1 | KOR beta-arrestin-2
6 | COc1cc2c(cc1NC(=O)c1cccc(S(=O)(=O)N(C)C)c1)oc1ccccc12 | -0.2% | 4.8 | 76 | 7% | ? | · | 21% | i | 39 | -22% | 3.0% | -22%
3 | CCCN(CC(=O)Nc1ccccc1OC)C(=O)c1ccc(=O)[nH]c1 | 0.3% | -0.5 | 63 | 17% | i | 0.5 | 5% | i | 26 | -5% | -4.1% | 39%

Continuation.
No. | canonical_smiles | GPR55 beta-arrestin | NTR1 ag | NTR1 ag cell count 20 µM | NOD2 inhibition | Myeloid diff MLP | Myeloid diff MLP GFP+ MAC1+ % | GPR55 antagonists | T cell modulator | T cell modulator vesicle-bound % | NOD1 inhibition | KOR beta-arrestin-1 | KOR beta-arrestin-2
21 | COc1ccccc1CN1C[C@@H]2C[C@@H](c3[nH]c4ccc(C)cc4c3C)N3CCC[C@@]23C1=O | 0.2% | 3.5 | 56 | -4% | i | 0.5 | 11% | i | 37 | 12% | -3.4% | -56%[20 µM]
22 | COc1ccc2[nH]cc(C(=O)CN3CCN(C4CCCCC4)CC3)c2c1 | 1.2% | -1.8 | 38 | -6% | i | 0.4 | 6% | i | 19 | -23% | -7.3% | -6%
23 | O=[N+]([O-])c1cc(C(F)(F)F)cc([N+](=O)[O-])c1NCCCNc1ccc([N+](=O)[O-])c2cccnc12 | 0.6% | 3.9 | 54 | 12% | i | 1.0 | -3% | i | 35 | 11% | -2.7% | 24%
24 | CCOC(=O)c1c(/N=C/c2ccc(C)cc2O)sc2c1CCC2 | 0.0% | 1.5 | 43 | 7% | i | 1.2 | 8% | i | 44 | -9% | 3.5% | 12%
25 | CC(C)CNc1nc(Oc2ccc(=O)n(-c3ccccc3)n2)nc(N2CCOCC2)n1 | 0.4% | 0.5 | 51 | 10% | i | 0.2 | 21% | i | 25 | -28% | -0.3% | 11%
26 | COc1ccc(-c2cc(C)no2)cc1S(=O)(=O)N1CC(=O)Nc2ccccc21 | -0.1% | 1.1 | 55 | -8% | i | 2.8 | 7% | i | 46 | -12% | -4.0% | -36%
27 | CCNc1nc(Oc2ccc(F)cc2)cc(C(F)(F)F)n1 | 0.8% | 0.9 | 20 | 20% | i | 0.6 | 3% | i | 55 | -10% | -3.1% | -11%[20 µM]
28 | CCOc1[nH]n(-c2ccccc2)c(=O)c1C=Nc1ccc(C)cc1 | 0.3% | 3.1 | 64 | 7% | i | 0.1 | 10% | i | 57 | -32% | 1.4% | -7%
29 | CCOC(=O)c1c(NC(=O)CC)sc(C(=O)N2CCCCC2)c1C | 0.3% | 0.2 | 31 | 20% | i | 4.5 | 4% | i | 29 | -24% | -3.0% | 10%
30 | CCCCC1=NN(C(=O)c2cccnc2)C(O)(C(F)(F)F)C1 (stereo unspecified) | 0.9% | 0.5 | 34 | 8% | i | 0.5 | 5% | i | 14 | -5% | -2.6% | 6%
31 | CC(=O)Nc1ccc(-c2cc(C(=O)O)c3ccc(C)cc3n2)cc1 | -0.2% | 1.9 | 47 | 3% | i | 0.6 | -1% | i | 43 | -11% | -0.1% | -5%
32 | COc1ccc(N2CC(C(=O)Nc3nnc(SCC(=O)NCc4ccco4)s3)CC2=O)cc1 (stereo unspecified) | -0.2% | 1.4 | 81 | 10% | + | 4.5* | 3% | i | 56 | -5% | -1.2% | 30%
33 | Cc1cccc(Cn2c(=O)c3c(nc4n3CCCN4Cc3ccccc3)n(C)c2=O)c1 | 0.0% | 6.4 | 74 | 15% | i | 1.3 | 3% | i | 48 | 1% | 2.0% | -22%
34 | Cc1nnc2ccc(-c3cccc(NC(=O)c4ccc(Br)o4)c3)nn12 | -1.0% | 0.8 | 60 | 0% | i | 0.7 | 5% | i | 55 | -47% | -0.3% | -8%
35 | Cc1nn(-c2ccc(Cl)cc2)c(Cl)c1/C=C(\C#N)C(N)=O | -0.1% | 2.5 | 72 | 13% | i | 0.9 | 14% | i | 2 | -20% | -3.4% | -5%
36 | Cc1ccc2[nH]c(=O)c(CN(CCc3ccccc3)C(=O)N3CCOCC3)cc2c1 | 0.2% | 3.9 | 85 | 11% | i | 0.8 | 0% | i | 30 | -4% | 0.7% | -22%
37 | C=CCn1c(SCC(=O)N(CCO)CCO)nc2sc3c(c2c1=O)CCC3 | -0.1% | -0.7 | 61 | 6% | i | 0.4 | 13% | i | 61 | 3% | -0.3% | 7%
38 | N#Cc1c(NC(=S)NC(=O)c2ccccc2)sc2c1CCN(CCc1ccccc1)C2 | -0.3% | -3.2 | 87 | 11% | · | · | 34% | i | 36 | -11% | 4.4% | 18%
39 | Cc1onc(-c2ccccc2Cl)c1C(=O)N1CCC(C)CC1 | · | -2.3 | 46 | -20% | i | 1.2 | 0% | i | 54 | -14% | -3.3% | -2%
40 | CC(=O)NCC(=O)OCC(=O)c1ccc(C)cc1 | -0.3% | -0.7 | 42 | 5% | i | 0.9 | -12% | i | 29 | -4% | 16% | 14%
41 | Cc1ccc(CN2CCN(Cc3ccc(C)s3)CC2CCO)cc1 (stereo unspecified) | 0.5% | -1.4 | 32 | 0% | i | 0.4 | 0% | i | 34 | -19% | -0.6% | -32%
42 | O=C(c1ccc(Cl)cc1[N+](=O)[O-])N(Cc1ccccc1)Cc1ccccc1 | -0.5% | 9.7 | 44 | -20% | · | · | 20% | i | 2 | -33% | -5.5% | 27%

Entries by screen from above.
T cell modulator, nos. 36 to 41, in order: i, i, i, i, i, i
KOR beta-arrestin-2, nos. 36 to 41, in order: -22%, 7%, 18%, -2%, 14%, -32%

An excerpt. The share of hits here may be higher or lower than overall.
